Screening results deposited in PubChem by Emory University Molecular Libraries Screening Center.
14-3-3g Raf: modulators of human 14-3-3 gamma - Raf peptide interaction. P61981. FP, 14-3-3gamma / TMR-pS259-Raf peptide binding. inhibition, % at 40 µM. 0.19% of 160,000 active. AID 422; in the data active means inhibition above about 30%;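 further: 0% = protein plus tracer without compound and 100% = blank with tracer alone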
Target sequence (P61981 whole entry, looked up): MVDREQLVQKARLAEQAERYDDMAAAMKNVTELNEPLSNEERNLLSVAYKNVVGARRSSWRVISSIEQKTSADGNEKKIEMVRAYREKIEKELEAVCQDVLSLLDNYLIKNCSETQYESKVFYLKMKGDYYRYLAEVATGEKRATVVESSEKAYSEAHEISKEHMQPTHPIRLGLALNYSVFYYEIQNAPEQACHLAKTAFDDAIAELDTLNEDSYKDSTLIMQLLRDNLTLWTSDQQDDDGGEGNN
Starred values were filed as active, the others as inactive; & = joins results of further samples. An excerpt (hit frequency here may not be typical).

SMILES	14-3-3g Raf
CCOC(=O)NC(=O)CSc1ccccn1	3
CC(=O)N1CCc2cc(S(=O)(=O)NCCCN3CCN(C)CC3)ccc21	-7
COc1ccc2cc(-c3csc(NC(=O)CCC(=O)N4CCCC(C)C4)n3)c(=O)oc2c1 (centres undefined)	-6
O=C(CSCc1ccc(F)cc1)N1CCN(c2ccc(F)cc2)CC1	-3
Cc1cc(NC(=O)CSc2nc(C(C)C)nc3sc4c(c23)CCCC4)no1	-4
O=C(NCCc1ccc(Cl)cc1)c1ccc(CS(=O)(=O)Cc2ccccc2F)o1	-27
CCCCOC(=O)C1=C(C)NC2=C(C(=O)CC(C)(C)C2)C1c1ccc(OC)c(OC)c1OC (centres undefined)	-15
COc1cccc(NC(=O)N2CCN(c3cccc(C)c3C)CC2)c1	-1
O=C1C2ON(c3ccccc3)C(c3ccccn3)C2C(=O)N1c1cccc(C(F)(F)F)c1 (centres undefined)	-3
CC1(C)CC(=O)C2=C(C1)OC(N)=C(C#N)C2c1ccccc1OC(=O)N1CCOCC1 (centres undefined)	3
Cc1ccc(C(O)c2nccn2C)o1 (centres undefined)	-9
CC(=O)N1CCCOC1c1ccc([N+](=O)[O-])cc1 (centres undefined)	2
O=C(O)CSCC(=O)Nc1cc(C(F)(F)F)ccc1Cl	2
COc1ccc(-c2cc3cc(OC)c(OC)cc3c(Cc3ccc(OC)c(OC)c3)n2)cc1	-8
COc1cccc(Nc2nc(Cl)ccc2[N+](=O)[O-])c1	-8
CCN(CCCNC(=O)c1cc(-c2ccccn2)nc2ccccc12)c1cccc(C)c1	-6
CCN1C(=O)C(Cc2nc3ccccc3c(=O)n2-c2ccccc2)c2ccccc21 (centres undefined)	6
C=CCn1c(=O)c2ccccc2n2c(SCC(=O)NCCc3ccccc3)nnc12	-5
Cn1c(=O)c2[nH]c([N+](=O)[O-])nc2n(C)c1=O	3
CC(C)OC(=O)C(C#N)c1nc2ccccc2nc1N1CCN(Cc2ccc3c(c2)OCO3)CC1 (centres undefined)	2
Cc1ccc(C(=O)NCCCCNC(=O)c2ccc(C)o2)o1	4
O=C(O)c1ccc(NC(=O)c2cccc(N3C(=O)C4C5c6ccccc6C(c6ccccc65)C4C3=O)c2)cc1 (centres undefined)	-2
CC1Cn2c(nnc2-c2ccc(F)cc2)S1 (centres undefined)	-1
Cc1occc1-c1nnc(SCC(=O)N2CCN(c3ccccc3)CC2)n1C	4
O=c1c2ccccc2nc(SCc2ccc3c(c2)OCO3)n1-c1ccccc1	-2
O=C(O)CCCCCC1CCNC(=O)N1 (centres undefined)	-2
Cc1cc(NC(=O)CN(C)Cc2ccccc2)c2ccccc2n1	0
CCCCOc1ccc(NC(=O)c2cc3ccccc3oc2=O)cc1	6
CC(C)Cc1[nH]c(=O)c(C#N)c2c1CCCC2	3
CCOC(=O)C1=C(CC)NC2=C(C(=O)CC(C)(C)C2)C1c1ccccc1F (centres undefined)	-7
COc1cc2c(C(=O)N(C)C3CCCCC3)cn(C)c(=O)c2cc1OC	2
CSc1nc2c([nH]c3ccccc32)c(=O)n1-c1ccccc1	-1
O=C(Cn1c(C(=O)N2CCN(C3CCCC3)CC2)cc2sccc21)c1ccccc1	-6
CCC(C#CCN1CCCCC1)(CC)OCCC#N	-4
CCc1ccccc1NC(=O)c1cc2c(n(-c3ccc(C)cc3)c1=O)CC(C)(C)CC2=O	6
Cc1nnc(SCC(=O)Nc2nc(-c3ccccc3)cs2)n1N	-9
CC1(C)CC(=O)c2c(oc3c2cc(NS(=O)(=O)c2ccc4c5c(cccc25)C(=O)N4)c2ccccc23)C1	-19
CCN(CC)c1ccc2cc(-c3nnc(-c4ccncc4)o3)c(=O)oc2c1	-2
Cn1cc(CC(=O)NC2CCN(Cc3ccccc3)CC2)c2ccccc21	-1
COC(=O)c1ccc(OCC(O)Cn2c3ccccc3c3ccccc32)cc1 (centres undefined)	-13
Cc1cc(C(c2ccc(O)c(C)c2)C(Cl)(Cl)Cl)ccc1O	-13
COc1ccc(S(=O)(=O)N2CC(C)CC(C)C2)cc1OC (centres undefined)	-3
CSc1nc2sc3c(c2c2nnc(C)n12)CCC(C)C3 (centres undefined)	-2
O=C(NC1CC1)c1ccc(CSCc2ccc(Cl)cc2)o1	-7
Cn1cccc1C(=O)NC(=O)CSc1cccc[n+]1[O-]	-20
CC1CCCN(C(=O)c2ccc3nc[nH]c3c2)C1 (centres undefined)	-1
O=C1CC(c2ccccc2)CC2=C1CN(C1CCCCC1)CN2 (centres undefined)	0
CCOC(=O)CN1N=C(c2ccc(C)cc2)CCC1=O	-19
CCOc1ccc(C2N3CCc4ccccc4C3CN2S(=O)(=O)c2ccc(C)cc2)cc1OCC (centres undefined)	-3
O=C(COc1ccc2ccccc2c1Br)Nc1ccc(S(=O)(=O)N2CCc3ccccc32)cc1	-52
Cn1c(N2CCCC2)nc2c1c(=O)n(Cc1ccc(Cl)cc1)c(=O)n2C	1
COc1ccc(-c2nnc3sc(COc4ccccc4)nn23)cc1	-4
Cc1ccc(C(=O)Nc2cccc(F)c2)cc1	-2
CN=Cc1sc2ccccc2c1O	-7
COc1ccc(Cl)cc1N=c1oc2c(C)ncc(CO)c2cc1C(=O)Nc1cccc(C(F)(F)F)c1	0
CCOc1ccccc1C(=O)Nc1ccc2c(c1)OCCO2	-2
CCOC(=O)c1ccc2nc(C(F)(F)F)[nH]c(=O)c2c1	0
O=c1nc(-c2ccc(Cl)cc2)c2ccccc2[nH]1	-1
Brc1ccc(Cn2nnc(-c3ccc4c(c3)OCO4)n2)cc1	1
CC1CCC/C(=C\Nc2ccccc2C(=O)O)C1=O (centres undefined)	-6

Additional records:
SMILES	14-3-3g Raf
O=C(Nc1cccc(C(F)(F)F)c1)c1ccccc1Oc1ccc(C(F)(F)F)cc1[N+](=O)[O-]	-2
CC(C)(C)NC(=O)C(c1ccc(OCC(N)=O)cc1)N(C(=O)c1cccnc1)C1CC1 (centres undefined)	-6
Clc1ccc2nc(-c3cccnc3)c(NC3CCCCC3)n2c1	-2
COc1ccccc1C1/C(=C(\O)c2ccc(Cl)cc2)C(=O)C(=O)N1CCCn1ccnc1 (centres undefined)	6
COC(=O)Cc1ccc(N(Cc2ccccc2F)S(=O)(=O)c2ccc(C)cc2)cc1	0
Cc1ccc(-c2cc(C(=O)O)c3cc(Br)ccc3n2)cc1	1
O=C(NCc1ccccc1Cl)c1ccc2c(c1)N(Cc1ccccc1Cl)C(=O)CS2	0
COc1ccccc1OCc1ccc(C(=O)OCC2CCCO2)o1 (centres undefined)	0&3
CC(=O)Nc1ccc(N=c2cc([N+](=O)[O-])cc(Cl)n2O)cc1	-8
Cc1ccnc(NS(=O)(=O)c2ccc(NS(=O)(=O)c3ccc(CC(C)C)cc3)cc2)n1	-3
CC(C)N1C(=O)c2ccccc2C1C(=O)NC1CCCC1 (centres undefined)	2
COc1ccc(C(=O)C2C(c3ccsc3)C(C#N)(C#N)C3C=Cc4ccccc4N23)cc1 (centres undefined)	-168
CCOc1ccc(C2C(N3C(=O)c4ccccc4C3=O)C(=O)N2c2ccc(Cl)cc2C)cc1 (centres undefined)	4
COc1ccc(C2=NNc3cccc4c(OC)ccc2c34)cc1	-91
CC(=O)Oc1c(O)ccc2c(C)cc(=O)oc12	0
CCOc1ccccc1NC(=O)CSc1nnc(CC)c(CC)n1	-6
Cc1nc2ccccc2c(=O)n1/N=C/c1ccc(O)cc1	2
O=C(O)c1ccc(-c2ccccc2)[nH]1	-20
O=C(CSc1nc2c(sc3ccccc32)c(=O)n1CCc1ccccc1)NCc1ccccc1	0
C(=C\c1ccccc1)/CSc1nnc(-c2ccccn2)n1Cc1ccco1	-2
O=C(Nc1ncc(Cc2cccc(C(F)(F)F)c2)s1)c1ccccc1[N+](=O)[O-]	-11
CC(=O)c1c(NC(=O)C(C)C)nc(C)nc1-c1ccccc1	-9
CCCCCCCOC(=O)C1=C(C)Nc2ncnn2C1c1ccc(Br)cc1 (centres undefined)	-3
CSc1ccc(NC(=O)NCCCN2CCN(c3ccccc3F)CC2)cc1	-5
Cn1c(SCC(=O)Nc2cccc(F)c2)nnc1-c1cc2ccccc2o1	-1
Cn1c(=O)c2c(nc(OCc3cccnc3)n2Cc2ccccc2)n(C)c1=O	0
Oc1ccccc1CNCCCNCc1ccccc1O	-3
Cc1cc(O)c(C(C[N+](=O)[O-])c2ccc(F)cc2)c(=O)o1 (centres undefined)	-131
Cc1ccccc1-n1nc2c(c1NC(=O)CC(C)C)CS(=O)(=O)C2	-1
CC(C)(C)n1nc2c(c1NC(=O)c1ccccc1[N+](=O)[O-])CS(=O)C2 (centres undefined)	-4
Cc1cccc(Nc2nc(N)nc(CN3CCN(c4ccccc4)CC3)n2)c1	-13
COc1ccc(Cl)cc1NC(=O)c1sc2ncn(CC(=O)Nc3ccc(C)c(Cl)c3)c(=O)c2c1C	-7
Cc1cc(NC(=O)CCCC(=O)OCC(F)(F)C(F)F)cc(C)c1C(=O)O	-6
COc1ccc(OC)c(NC(=O)N[C@@H](Cc2ccccc2)C(=O)O)c1	-3
O=C(O)[C@H]1NCCC[C@H]1C(=O)O	4
CCCc1c(C)nc2c(C(=O)O)c[nH]n2c1=O	-8
CCOC(=O)C1CCCN(C(=O)C2CCN(Cc3nc(-c4ccc(Cl)cc4)oc3C)CC2)C1 (centres undefined)	-12
O=C(CN1CCOCC1)N1CCn2c3c(c4cc(C5CCCCC5)ccc42)CCCC31 (centres undefined)	-12
CC(=O)NC1C(=O)N=C(SCC(=O)Nc2ccccc2)NC1=O (centres undefined)	-7
O=C(Nc1ccncc1)c1ccccc1F	1

Some of these compounds in order of formula weight, rising.
SMILES	14-3-3g Raf
Oc1ccccc1CNCCCNCc1ccccc1O	-3
CC(=O)c1c(NC(=O)C(C)C)nc(C)nc1-c1ccccc1	-9
COc1ccc(Cl)cc1NC(=O)c1sc2ncn(CC(=O)Nc3ccc(C)c(Cl)c3)c(=O)c2c1C	-7

Continuation.
SMILES	14-3-3g Raf
C=CCNC(=O)C1CC(=O)N(c2ccc(OCC(=O)Nc3ccc(C)cc3)cc2)C1 (centres undefined)	-4
O=C(Cc1ccccc1)Nc1ccc(CN2CCOCC2)cc1	-8
Cc1cc(C)cc(OCC(=O)NC2=NCCS2)c1	-1
S=c1[nH]nc(-c2cccnc2)n1Cc1ccccc1	-3
Cc1cc2c(c(C)c1Cl)CN(c1cccc(C(F)(F)F)c1)CO2	0
COc1ccc(OC)c(C2Oc3nc(SC)nnc3-c3ccccc3N2C(C)=O)c1 (centres undefined)	6
O=C(c1cc2ccccc2oc1=O)N1CCSC1c1ccccc1 (centres undefined)	-9
CNC(=O)c1nnn(-c2ccccc2)c1C(=O)NC	0
O=C(c1cccc(Nc2nc(-c3ccccc3)c3cc(Cl)ccc3n2)c1)N1CCOCC1	-1
CCc1ccc(NS(=O)(=O)c2ccc3[nH]cc(C(=O)N4CCc5ccccc54)c(=O)c3c2)cc1	-57
COc1cccc(OC)c1C(=O)N1CCN(C(=O)C2CC2)CC1	-2
Cc1ccc(Nc2nc(-c3ccc(F)c(C)c3)cs2)nc1	3
CC1=C(C(=O)OC2CCCC2C)C(c2ccccc2OCc2ccccc2)NC(=O)N1 (centres undefined)	-2
COCCn1c(=O)[nH]c2cc(C(=O)NCCN3CCN(c4cccc(Cl)c4)CC3)ccc2c1=O	-6
Brc1cccc(C2Nc3cccc4cccc(c34)N2)c1	-66
Cc1nn(CC(C)C)c(=S)[nH]c1=O	-4
O=C1CCCc2oc3c(cc(NS(=O)(=O)c4cccs4)c4ccccc43)c21	-13
CC(C)c1nnc(NC(=O)Cc2cccs2)s1	-2
COc1ccc(C)cc1NC(=O)CN1CCCN(S(=O)(=O)c2ccc(Br)cc2)CC1	-12
COc1ccc(CNC(=O)C2CCCN2S(=O)(=O)c2ccccc2)cc1 (centres undefined)	1
CCOC(=O)c1c(C(=O)OCC)c(C)n(N2C(=O)CSC2=S)c1C	-106
Cn1c(SCC(=O)Nc2ccccc2Oc2ccccc2)nc2ccccc2c1=O	-5
N#Cc1ccc(-c2cccs2)nc1SCCOc1ccccc1	-66
COC(=O)c1cccc(NC(=O)C2C3CCC(C3)C2C(=O)O)c1 (centres undefined)	7
CC1CCN(S(=O)(=O)N2CCCC(C(=O)NCCN3CCOCC3)C2)CC1 (centres undefined)	5
C=CCNc1ncnc2c1cnn2-c1ccc(Cl)cc1	-1
Cc1cnc(C(=O)Nc2ccc(F)c(F)c2)cn1	-4
CC1CC(C)(C)NC(C)c2ccccc21 (centres undefined)	-6&0
COc1cccc2c1OC1(C)CC2N(C(=O)c2ccco2)C(=S)N1c1ccc(Cl)cc1 (centres undefined)	-14
Cc1cc2nn(-c3ccccc3)nc2cc1NC(=O)c1cccnc1	-7
COc1ccc(NC(=O)C(=O)NCc2ccco2)cc1	-6

Grouped by structure, the entries above containing an aryl thioether with sulfur outside any ring
SMILES	14-3-3g Raf
CCOC(=O)NC(=O)CSc1ccccn1	3
Cc1cc(NC(=O)CSc2nc(C(C)C)nc3sc4c(c23)CCCC4)no1	-4
C=CCn1c(=O)c2ccccc2n2c(SCC(=O)NCCc3ccccc3)nnc12	-5
Cc1occc1-c1nnc(SCC(=O)N2CCN(c3ccccc3)CC2)n1C	4
O=c1c2ccccc2nc(SCc2ccc3c(c2)OCO3)n1-c1ccccc1	-2
CSc1nc2c([nH]c3ccccc32)c(=O)n1-c1ccccc1	-1
Cc1nnc(SCC(=O)Nc2nc(-c3ccccc3)cs2)n1N	-9
CSc1nc2sc3c(c2c2nnc(C)n12)CCC(C)C3 (centres undefined)	-2
Cn1cccc1C(=O)NC(=O)CSc1cccc[n+]1[O-]	-20
CCOc1ccccc1NC(=O)CSc1nnc(CC)c(CC)n1	-6
O=C(CSc1nc2c(sc3ccccc32)c(=O)n1CCc1ccccc1)NCc1ccccc1	0
C(=C\c1ccccc1)/CSc1nnc(-c2ccccn2)n1Cc1ccco1	-2
CSc1ccc(NC(=O)NCCCN2CCN(c3ccccc3F)CC2)cc1	-5
Cn1c(SCC(=O)Nc2cccc(F)c2)nnc1-c1cc2ccccc2o1	-1
COc1ccc(OC)c(C2Oc3nc(SC)nnc3-c3ccccc3N2C(C)=O)c1 (centres undefined)	6
Cn1c(SCC(=O)Nc2ccccc2Oc2ccccc2)nc2ccccc2c1=O	-5
N#Cc1ccc(-c2cccs2)nc1SCCOc1ccccc1	-66
